Mot1-301 SUMO = yeast Mot1-301 growth rescue at high temperature, primary screen, SUMOylation pathway inhibitor project, S. cerevisiae, ATP luminescence, 38.5C | S. cerevisiae Mot1-301 growth rescue; percent above DMSO median, 100 means doubled | AID 2716, 2010 | growth rescue, % at 18.8 µM | 320,000 tested, 1% active;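 active = every valid replicate shows activation above 250% relative to neutral control wells; inactive = the rest, any valid replicate at or below 250%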;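 also: OY570 slx delta 5 strain wells were the positive control but not used for scaling; some compounds called inactive have numbers as strong as hits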
CDK5 inh = inhibitors of human CDK5/p35 kinase, primary screen, biochemical, single concentration; Cyclin-dependent kinase 5 (Homo sapiens) + Cyclin-dependent kinase 5 activator 1 (Homo …; Recombinant CDK5/p35, ADP-Glo luminescence, 60 min; inhibition, % at 10 µM; 330,000 tested, 0.01% active; AID 488839, 2010;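 active = highest replicate inhibition of at least 50% and at least 75% of replicates reaching 50%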;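 also: plate controls were DMSO neutral control for no effect and GW8510 at 10 µM for full effect; many of its hits are not listed in these tables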
Rtt109 Vps75 = inhibitors of C. albicans Rtt109/Vps75 HAT, primary screen, biochemical, ThioGlo CoA-SH fluorescence, plate reader. AID 540336, 2011. 330,000 tested, 0.16% active. inhibition, % at 34.9 µM. purified Rtt109/Vps75, 4 h;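 active = inhibition of at least 50% in every replicate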
NSD2 inh = NSD2 histone methyltransferase inhibitors, primary screen, biochemical, AlphaScreen, single concentration, set 2 | Histone-lysine N-methyltransferase NSD2 (Homo sapiens), O96028 | NSD2 peptide methylation, 120 min | inhibition, % at 12.5 µM | 310,000 tested, 0.54% active | AID 743445, 2014; in the data active = inhibition above about 50%
RTF Ca sens inh = cardiac RTF calcium sensitivity inhibitors, primary screen, biochemical, IANBD-TnC fluorescence, EC70 calcium; IANBD-labeled cardiac RTF, Ca2+ fluorescence; inhibition, % at 7.15 µM; 340,000 tested, 0.12% active;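 active = inhibition above the mean inhibition of all tested compounds plus 3 SD, cut at about 17% in these data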;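 also: assay run at fixed EC70 calcium of 1.6 mM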
Keap1 Nrf2 FP = Keap1-Nrf2 protein-protein interaction inhibitors, primary screen, biochemical, fluorescence polarization, single point; Kelch-like ECH-associated protein 1 (Homo sapiens), Q14145; Keap1 Kelch-Nrf2 peptide fluorescence polarization, 1536-well; inhibition, % at 9.4 µM; 340,000 tested, 0.15% active; AID 504523, 2011; in the data active = inhibition above about 12%;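 also: human Keap1 Kelch domain with fluorescein labeled Nrf2 9mer peptide probe; 0% = neutral control wells and 100% = peptide positive control; higher means more block of Keap1 binding to Nrf2 peptide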
C-LANA FP = inhibitors of KSHV C-LANA binding to DNA, primary screen, biochemical, fluorescence polarization, FAM-LBS DNA, MBP-C-LANA, single point; AID 504423, 2011; inhibition, % at 9 µM; 340,000 tested, 0.078% active; Kaposi's sarcoma herpesvirus LANA C-terminal domain (residues 932-1162) DNA binding;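 active = highest replicate inhibition at or above 60% at 9 µM, even if other replicates fall short; inactive = all replicates below 60% inhibition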;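 also: 0% = neutral control wells and 100% = 4 µM acridine orange control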
PvdQ acylase = P. aeruginosa PvdQ acylase inhibitors, primary screen, biochemical, fluorescence, plate reader and imaging, single point; PvdQ acylase [Pseudomonas aeruginosa LESB58]; purified PvdQ acylase; inhibition, % at 10 µM; AID 488965, 2010; 340,000 tested, 0.063% active; in the data active = inhibition above about 30%, passing the limit was not always enough;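 also: 0% = vehicle neutral wells and 100% = reference inhibitor wells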
dFosB act = activators of delta FosB homodimer, primary screen, biochemical, fluorescence polarization, TAMRA-CDK5 oligo, single point. purified delta FosB; percent of positive-control signal above neutral wells. activation, % at 25 µM. 340,000 tested, 0.99% active;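 active = mean activation above about 17%, with every replicate also reaching it, limit read from the data, passing the limit was not always enough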;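 also: fluorescence polarization rise as delta FosB binds a TAMRA Cdk5 AP-1 oligo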
cardiac RTF act = cardiac RTF calcium sensitivity activators, primary screen, biochemical, IANBD-TnC fluorescence, EC20 calcium. Troponin I, cardiac muscle (Homo sapiens) + Troponin T, cardiac muscle (Homo sapiens) + …. IANBD-labeled TnC RTF fluorescence at EC20 calcium; 0% EC20 calcium, 100% full calcium. activation, % at 7.2 µM. 340,000 tested, 0.24% active. AID 493008, 2010;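 active = activation above the mean over all tested compounds plus 3 SD, cut at about 30% in these data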;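 also: rise in fluorescence read as greater calcium sensitivity of cardiac thin filaments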
PfHsp90 yeast 2 = growth inhibition of PfHsp90-expressing yeast, primary screen, antimalarial PfHsp90 inhibitor project, S. cerevisiae, BacTiter-Glo luminescence, single point, set 2. 310,000 tested, 0.32% active. BacTiter-Glo ATP, 48 h; yeast lacking PDR1 and PDR3 efflux regulators. inhibition, % at 9.4 µM;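 active = every replicate shows inhibition above about 80%, whatever the replicate mean, limit read from the data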;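 also: 0% = DMSO neutral controls and 100% = 20 µM radicicol positive controls; yeast relying on Plasmodium falciparum Hsp90 in place of its own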
Active calls of the source: *; . = no result given.

SMILES	Mot1-301 SUMO	CDK5 inh	Rtt109 Vps75	NSD2 inh	RTF Ca sens inh	Keap1 Nrf2 FP	C-LANA FP	PvdQ acylase	dFosB act	cardiac RTF act	PfHsp90 yeast 2
O=c1[nH]c2ccc(Cl)cc2c(O)c1-c1ccccc1	1	-3.8	-8	-1	-9	3	0.5	-8	2	-1	-46
Cn1c(=S)[nH]c2cccnc21	-15	2.1	.	2	-4	-2	-0.4	12	-2	-5	20
CCCCCC(=O)Nc1ccc(S(=O)(=O)Nc2cc(OC)nc(OC)n2)cc1	-6	1.4	1	37	-11	-4	0.7	-25	1	0	-19
Cc1cc(C)n(C(=O)CN2C(=O)c3ccccc3C2=O)n1	3	-3.6	-3	3	-5	0	-0.4	-13	-10	2	17
COc1ccc(/C=C2\SC(=O)N(CCCC(=O)Nc3cc(Cl)ccc3C(=O)O)C2=O)cc1	1	1.9	-6	6	7	4	2.4	1	-4	-3	-26
O=c1cc(CSc2nc3cc(Cl)ccc3o2)nc2sccn12	-11	0.2	0	0	-3	-2	-4.0	-9	-17	7	6
CC(C)S(=O)(=O)c1csc(NC(=O)Nc2ccc(Cl)cc2)c1	-2	1.4	-1	0	-1	-4	0.2	-12	-2	-4	4
O=C(NCCn1ccc2ccccc21)C1CCCCC1	5	0.3	-4	.	1	4	-1.2	-3	4	-4	-22
CCOC(=O)c1sc(C)c(C(=O)NC2CCCCC2)c1N	1	2.3	-1	-2	-2	0	0.5	6	-2	-3	-1
CNC(=O)CSc1nnc(-c2cccnc2)n1-c1ccc(C)cc1	25	0.4	9	1	3	-2	-0.5	8	0	-6	1
Cc1cc(NC(=O)C(C)Sc2nc(-c3ccccc3)cc(=O)[nH]2)no1 (stereo not given)	-10	0.5	2	-2	-5	3	1.9	-6	6	1	17
COC(=O)C1(C)NC(c2ccc(Cl)cc2)C2C(=O)N(c3ccccc3)C(=O)C21 (stereo not given)	-9	-0.2	3	-1	0	1	-0.2	5	4	-10	-4
CCOC(=O)Cc1csc(NC(=S)NC(=O)c2ccccc2C)n1	97	-2.0	-5	2	-4	0	1.1	-17	-14	1	-16
Cc1cc(C)n2nc(SCC(=O)NC(=O)c3ccc(OC(F)F)cc3)nc2n1	-9	-7.2	-8	-1	-1	-1	-1.3	-10	-7	0	-11
CC(NC(=O)c1ccc2c(c1)OCO2)C(c1cccs1)N1CCOCC1 (stereo not given)	1	-2.1	-3	-2	-9	-2	2.9	-7	-1	1	14
O=c1[nH]c(=S)[nH]c2c1CN(Cc1ccc(F)cc1)CC2	92	.	10	1	-2	0	0.4	10	0	-4	8
Cc1c(OCC(=O)N2CCC(C(=O)O)CC2)ccc2c1oc(=O)c1ccccc12	7	-1.4	-9	.	1	-5	-1.0	-7	-21	4	-4
CCCOc1ccc(CNC(=O)c2ccc3c(c2)N(CC)CCS3)cc1	41	0.3	-43	.	-6	3	-0.8	-16	-2	3	6
CC(=O)Nc1cccc(-c2csc(N)n2)c1	134	-0.1	3	-2	-7	-2	-0.4	-2	-1	-3	-13
O=C1CC(c2ccccc2)CC(O)=C1C=NCc1ccco1 (stereo not given)	8	0.7	7	3	-4	-7	1.4	-12	0	1	4
O=c1c2[nH]c3ccc(F)cc3c2ncn1CCN1CCOCC1	.	0.4	-5	1	-5	-1	1.0	-2	-2	2	-11
O=C1CCCC/C1=C/Nc1ccc(C(=O)O)cc1	20	1.6	15	9	-4	-1	1.8	24	1	1	7
COc1ccc(OC)c(/C=C2\Oc3cc(OCC(=O)N4CCC(C(=O)O)CC4)ccc3C2=O)c1	275	-2.4	-8	.	-2	-4	-7.8	-11	-14	3	-34
CCOc1cc(/C=C/C(=O)OCC(=O)NCC2CCCO2)cc(Cl)c1OC (stereo not given)	8	-0.7	6	1	-5	2	-2.9	24	-12	-7	-4
CC(=O)OCC1=C(C(=O)O)N2C(=O)C(NC(=O)CCn3nc(C(F)(F)F)c(Br)c3C3CC3)C2SC1 (stereo not given)	7	-1.4	-16	8	-4	-3	-0.4	-4	-1	-6	16
Cc1nnc(NC(=O)CSc2nc(C(C)C)nc3ccccc23)s1	20	-0.8	2	-4	1	2	-2.6	-1	1	-2	0
O=C(Nc1ccc2[nH]c(=O)[nH]c2c1)c1cc(F)c(F)cc1Cl	2	0.4	2	0	4	-3	-2.5	-13	4	1	-18
Cc1n[nH]c(=O)nc1NCc1ccco1	16	-1.0	-15	0	-2	0	0.0	7	3	5	5
COc1ccc(-c2cc(=O)n(-c3nc4ccccc4[nH]3)[nH]2)cc1	-8	1.3	1	16	-9	3	-1.0	-4	-12	1	-23
O=C(c1cnc2n(c1=O)CCS2)N1CCN(c2ccc([N+](=O)[O-])cc2)CC1	-9	0.3	6	.	-8	-4	-2.8	-5	2	-4	8
COC(=O)c1ccccc1NC(=O)CN1CCC(n2nnc3cc(F)ccc32)CC1	12	-0.8	-13	-8	1	-2	0.4	-12	-1	8	-26
CCC1(c2ccc(F)cc2)NC(=O)N(CC(=O)Nc2cccnc2Cl)C1=O (stereo not given)	11	2.8	-4	-1	0	0	0.4	-9	-2	5	21
CCCCNC(=O)N1CCN(S(C)(=O)=O)CC1	-27	1.1	-17	-3	2	-4	-1.3	-14	5	4	8
COc1ccc(NC(=O)/C(N=Nc2cccc(S(=O)(=O)Nc3ccc(SC(F)F)cc3)c2)=C(\C)O)cc1	.	-0.4	-1	-1	-5	-4	1.1	7	-14	-6	-7
COc1ccc(-c2cc(C(=O)O)c3ccccc3n2)c(OC)c1	-13	0.2	8	0	5	-2	-1.2	-6	0	-4	-2
Cc1cc(NC(=O)Nc2ccccc2F)ccc1Br	-1	0.1	.	-5	-3	-7	-0.5	3	-15	-6	3
O=C(O)C1CCC(N2C(=O)C3CCCCC3C2=O)CC1 (stereo not given)	-9	1.3	4	-5	-9	3	-0.4	0	0	-2	-2
COc1ccc(NS(=O)(=O)c2cc([N+](=O)[O-])ccc2N/N=C\c2c(C)[nH]c3ccccc23)cc1	147	-0.3	1	-2	-18	-4	1.0	-4	9	-2	4
C=CCn1c(SC2CCOC2=O)nc2sc(C)c(C)c2c1=O (stereo not given)	-23	0.2	5	.	-4	-1	-0.2	-16	0	10	4
Nc1nc2n(n1)C(c1cccc(Cl)c1)CC(c1ccc(F)cc1)N2 (stereo not given)	-15	-0.3	8	.	-3	-4	2.4	-12	-12	7	-9
COc1ccc(C2(C)NC(=O)N(CC(=O)NCC(=O)Nc3ccc(F)c(F)c3F)C2=O)cc1OC (stereo not given)	-7	-1.8	3	-2	-2	-2	1.6	-7	1	-8	-24
COc1ccc(NC(=O)Cc2ccsc2)c(OC)c1	-9	-0.5	-2	2	9	-3	-0.7	-20	-3	0	9
CS(=O)(=O)c1ccc(C(=O)N2CCc3ccccc3C2)cc1	268	0.8	3	.	0	-3	-0.6	4	-7	-2	9
O=C(COC(=O)CN1C(=O)c2ccccc2C1=O)Nc1ccc(S(=O)(=O)N2CCCC2)cc1	-4	-1.2	4	-8	2	0	-0.7	-11	-1	-3	2
COc1ccc(CCN2CC(C(=O)NC3CCOCC3)CCC2=O)cc1 (stereo not given)	1	0.9	-24	-2	-10	-5	0.7	-15	4	4	-32
CCc1cc(C(=O)OC)c(NC(=O)CC2SC(N)=NC2=O)s1 (stereo not given)	-12	0.3	.	1	1	-2	-0.1	4	-2	9	-7
COc1ccc2ccccc2c1C1CC(=O)N2CN(C)CSC2=C1C#N (stereo not given)	.	0.6	13	89*	-3	-3	2.0	-6	-6	2	.
O=C(c1cc([N+](=O)[O-])ccc1N1CCOCC1)N1CCN(S(=O)(=O)c2cc(Cl)ccc2Cl)CC1	-4	0.7	0	0	-1	0	-1.2	-3	1	-8	.
Cc1cccc2c1CC(C)(C)N=C2C1=C(O)CCCC1=O	-23	-0.9	-9	0	3	3	-0.4	-2	-6	-3	-5
O=C(NCCc1c[nH]c2ccccc12)C(=O)Nc1cc2c3c(c1)CC(=O)N3CCC2	-9	-0.6	11	0	-4	0	0.5	-4	-9	-8	.
CCCC(=O)Nc1nnc(SCC(=O)NCc2cccs2)s1	0	-0.6	-4	-1	-26	2	1.0	14	-3	3	-21
CC1CC(C)CN(C(=S)NC2CCCCC2)C1 (stereo not given)	18	0.0	0	0	6	0	0.7	17	10	-3	-23
Cc1ccc(CNC(=O)CCc2c(C)nn(-c3ccc(N4CCOCC4)nn3)c2C)cc1	4	-3.6	2	-11	3	-1	-1.1	-14	0	1	18
CCOC(=O)[C@@H]1[C@H]2COc3ccccc3[C@@H]2N2C(=O)N(c3ccccc3)C(=O)[C@]12C	3	0.2	-10	.	12	-1	1.7	-7	2	5	6
O=C(CC1Sc2ccccc2NC1=O)OCC(=O)N1CCc2ccccc21 (stereo not given)	11	0.1	-9	-7	-8	-3	1.3	-16	-9	6	69
COC(=O)c1c(C)nc(C)c(C(=O)OC)c1-c1ccc(OC)c(OC)c1	-4	0.0	3	-2	4	1	-1.4	11	-5	-3	4
COCCCNc1nc(-c2ccc(Cl)cc2)nc2ccccc12	16	0.4	-12	-4	2	4	2.0	-4	-19	-5	2
COC(=O)c1cc2ccccc2c(-c2c(OC)c(C(=O)OC)cc3ccccc23)c1OC	-3	-2.0	11	-3	-2	-2	1.0	9	-15	-12	.
Nc1c(N2CCCCC2)c2ccccc2oc1=O	-6	-2.1	-6	0	0	1	-1.4	-12	3	-2	12
Cc1n[nH]c(=S)n1/N=C/c1ccc(OCc2ccc(Cl)cc2Cl)cc1	26	-0.5	6	0	2	-4	-1.4	-1	-15	-2	-26

Screening data: PubChem BioAssay, several laboratories

No enrichment for hits; overall some 3.2% were active at least once.
